# SMARCA2 act: activators of SMARCA2 function | MG213 cells, MMTV-luciferase reporter, dexamethasone, overnight | activation, % at 9.1 µM | actives 1% (n = 370,000) | AID 652017; in the data active means activation above about 7.8%;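 further: 0% = vehicle wells and 100% = reference activator wells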
# GC-A act: GC-A (human) enzyme activation. P16066. HEK293 GC-A cells, cGMP TR-FRET, EC30 ANP; 0% at EC30 ANP, 100% saturating ANP. activation, % at 10 µM. actives 0.14% (n = 370,000); in the data active means activation above about 40%
# DAX1 inh-1: inhibitors of human orphan nuclear receptor DAX1 (NR0B1). P51843. HEK293 Gal4-DAX1 luciferase reporter, luminescence. inhibition, % at 6.75 µM. actives 0.99% (n = 340,000). AID 504766;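 active means inhibition above the mean over all tested compounds plus 3 SD, cut at about 4.2% in these data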;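 further: 0% = DAX1-transfected cells with DMSO and 100% = empty-vector control cells with DMSO; inhibition shows as a rise in luminescence from relieved DAX1 repression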
# Target sequence (P51843 207-470 limits assumed): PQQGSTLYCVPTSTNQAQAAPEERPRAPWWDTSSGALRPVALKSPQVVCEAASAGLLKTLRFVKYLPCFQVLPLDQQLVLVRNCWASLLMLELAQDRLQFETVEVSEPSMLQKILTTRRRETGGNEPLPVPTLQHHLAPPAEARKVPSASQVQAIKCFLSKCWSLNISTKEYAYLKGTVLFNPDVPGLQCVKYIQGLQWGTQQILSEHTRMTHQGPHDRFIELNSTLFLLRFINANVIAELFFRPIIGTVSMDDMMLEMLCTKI
# ssDAF12 agonist: S. stercoralis DAF-12 activation, primary screen | actives 1% (n = 370,000) | AID 652126 | HEK293 ssDAF-12/GRIP1 lit1-tk-luc reporter, luminescence; % of 3 µM dafachronic acid response | activation, % at 6.8 µM;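 active means activation above the mean over all tested compounds plus 3 SD, cut at about 0.9% in these data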;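 further: 0% = DMSO-only wells and 100% = 3 µM delta7-dafachronic acid wells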
# ADAM10 inh: ADAM10 inhibition, QFRET primary screen. O14672. recombinant ADAM10, EDANS/DABCYL FRET peptide cleavage, 3 h. inhibition, % at 7 µM. actives 0.62% (n = 370,000). AID 720582;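 active means inhibition above a per-campaign cutoff equal to the mean of compounds falling between control-based bounds plus 3 SD, cut at about 20% in these data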;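 further: 0% = DMSO wells while the 100% control is not disclosed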
# GC-B act: GC-B (human) receptor activation; actives 0.11% (n = 370,000); HEK293-GC-B cells, CNP EC30, cGMP TR-FRET; 0% at EC30 CNP, 100% saturating CNP; P20594; activation, % at 10 µM;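 active means activation at 10 µM reaching about 35% in either raw or pattern-adjusted values, limit read from the data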
# hgDAF12 agonist: agonists of H. glycines DAF-12 nuclear receptor; AID 687014; HEK293 GAL4-hgDAF12 UAS-luciferase reporter, agonist luminescence; normalized to butyrate control; activation, % at 6.8 µM; actives 1.8% (n = 370,000);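 active means activation above a cutoff set at the mean of all screened compounds plus 3 SD, cut at about 10% in these data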;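 further: 0% = DMSO wells and 100% = sodium butyrate wells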
# hcDAF12 agonist: H. contortus DAF-12 activation, primary screen; HEK293 hcDAF-12 lit1-tk-luc reporter, luminescence; 0% DMSO, 100% Δ7-dafachronic acid; activation, % at 6.8 µM; actives 1.4% (n = 370,000); AID 652067;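 active means activation above the mean of all tested compounds plus 3 SD, cut at about 5.5% in these data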;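 further: 100% = response to 3 µM Δ7-dafachronic acid high control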
# FXN GAA850 act: frataxin GAA850 promoter activation. HEK293 lucGAA850 FXN promoter luciferase reporter, 24 h; percent of 10 µM SAHA response. activation, % at 6 µM. actives 0.56% (n = 360,000). AID 540364;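 active means activation above the average of all compounds screened plus 3 SD, cutoff fixed separately per campaign, cut at about 7.5% in these data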;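 further: 0% = DMSO wells and 100% = 10 µM SAHA wells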
# HGIII-sPLA2 inh: Inhibits HGIII-sPLA2 liposome hydrolysis, primary screen | actives 0.56% (n = 370,000) | inhibition, % at 12.2 µM | AID 743126 | QFRET BODIPY PC-A2 liposome hydrolysis, fluorescence | Q9NZ20;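 active means inhibition above mean plus 3 SD of compounds lying within the high and low control bounds, cut at about 19% in these data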;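 further: 0% = median of test compound wells and 100% = no enzyme DMSO wells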
# Target sequence (Q9NZ20 whole entry, looked up): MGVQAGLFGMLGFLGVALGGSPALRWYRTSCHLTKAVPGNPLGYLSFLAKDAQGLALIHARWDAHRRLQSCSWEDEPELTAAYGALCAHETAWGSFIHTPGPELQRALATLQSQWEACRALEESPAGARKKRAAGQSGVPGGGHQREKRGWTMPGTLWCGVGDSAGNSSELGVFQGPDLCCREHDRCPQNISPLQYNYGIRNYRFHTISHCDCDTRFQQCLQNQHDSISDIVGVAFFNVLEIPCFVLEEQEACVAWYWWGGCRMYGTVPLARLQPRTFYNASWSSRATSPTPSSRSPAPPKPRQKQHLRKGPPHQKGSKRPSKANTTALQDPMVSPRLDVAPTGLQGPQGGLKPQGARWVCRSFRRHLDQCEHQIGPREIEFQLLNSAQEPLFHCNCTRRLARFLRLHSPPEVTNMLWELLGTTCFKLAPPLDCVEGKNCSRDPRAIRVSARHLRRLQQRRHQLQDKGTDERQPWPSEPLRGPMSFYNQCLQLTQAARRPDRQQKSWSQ
# DAX1 inh-2: blocks DAX1 repression of SF-1 activated StAR promoter; HEK293T StAR-luciferase reporter, SF-1/DAX-1 repression relief; inhibition, % at 6.8 µM; actives 1.1% (n = 370,000); AID 652010;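 active means inhibition above the mean over all tested compounds plus 3 SD, cut at about 3.6% in these data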;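 further: 0% = DAX-1 cells with DMSO and 100% = cells lacking DAX-1 with DMSO; higher inhibition means more luminescence from relief of DAX-1 repression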
# * hit, by the source's call; x = no result given.
structure	SMARCA2 act	GC-A act	DAX1 inh-1	ssDAF12 agonist	ADAM10 inh	GC-B act	hgDAF12 agonist	hcDAF12 agonist	FXN GAA850 act	HGIII-sPLA2 inh	DAX1 inh-2
Cc1ccc2cc(C)c(Sc3nnnn3-c3ccccc3)nc2c1	-4	-15	-0.6	-1.3	-6	-17	0.9	1.1	-1.7	3	0.3
C=CCn1c(SCC(=O)Nc2ccc(OC)cc2)nc2c([nH]c3ccccc32)c1=O	-2	-1	1.5	-0.7	-4	-6	0.1	-0.6	-0.3	-2	0.1
CCc1cc(=O)oc2c(C)c(O[C@@H]3O[C@H](CO)[C@@H](O)[C@H](O)[C@H]3O)ccc12	-3	-1	0.4	-1.4	-6	2	-4.4	-0.7	0.2	-2	-0.1
CN(CCOc1ccc(F)cc1)Cc1ccccc1	-2	-2	0.0	-0.8	-2	-1	0.5	2.1	1.3	-5	-0.2
CCOc1ccccc1-n1c(CN2CCN(C(=O)c3ccco3)CC2)nc2ccccc2c1=O	-2	-2	-1.8	-1.4	-6	1	-4.6	-1.5	1.6	-3	-0.8
CN(C)S(=O)(=O)c1ccc(C(=O)NCCN2C(=O)S/C(=C\c3cccnc3)C2=O)cc1	2	-2	2.0	-0.6	4	1	0.8	-0.6	0.2	-2	-0.6
Cc1ccc(/C=N/Nc2ccc(F)cc2F)s1	-2	5	1.4	-0.7	5	3	1.7	2.4	1.6	7	-0.2
CC(=O)Nc1cc(-c2ccc(Cl)cc2)nn1-c1ccccc1	2	2	-0.4	-1.7	1	-10	0.3	-0.7	0.7	-12	-0.2
O=C(COc1ccc(S(=O)(=O)N2CCCCC2)cc1)N1CCOCC1	-3	5	0.2	-0.5	-7	1	1.4	-1.3	1.2	-4	1.9
Cc1[nH]c2ccccc2c1/C=C(\C#N)S(=O)(=O)c1ccccc1	-3	3	0.7	-1.5	14	2	1.1	-1.3	1.6	-18	-0.2
CCOC(=O)/C(C#N)=C1/C=C(C)c2ccccc2N1	2	5	-0.2	-0.9	-3	0	-2.2	3.0	2.7	8	-0.7
Cn1c(-c2ccccc2)cnc1SCC(=O)N1CCCCC1	3	0	-1.9	-0.7	4	-10	0.9	3.2	-3.2	6	2.4
COc1ccc(Cl)cc1N(CC(=O)N1CCCC1)S(=O)(=O)c1ccc(C)cc1	-2	-24	0.6	-0.8	9	-12	-0.5	-2.3	-1.9	8	-0.2
CCCc1nc(SCC(=O)N2CCC(C)CC2)c2c(=O)n(C)c(=O)n(C)c2n1	-2	-1	-1.3	-2.1	8	-3	-3.4	-1.9	-3.5	1	-1.5
CCCCN(C(=O)CSCC(=O)Nc1ccc(OC)cc1)c1c(N)n(CCC)c(=O)[nH]c1=O	-2	0	0.9	-0.6	-4	-5	0.2	0.1	0.6	-7	1.7
O=C(CSc1nccn1Cc1ccccc1)Nc1nccs1	2	3	0.6	-0.2	7	6	3.6	0.4	3.9	3	0.5
O=C1CC(c2c(F)cccc2Cl)C(n2cncn2)C(O)=C1C1NCCc2ccccc21 (centres undefined)	2	0	0.8	-0.5	-3	2	1.0	-0.7	-2.0	-1	0.8
O=C(NCCc1ccc2c(c1)OCO2)c1cc(-c2ccccc2)c(N2CCOCC2)s1	-3	3	x	-0.8	6	10	-5.0	-3.1	x	1	-1.1
COc1ccc(CCn2nnnc2C(C(C)C)N2CCC(C(N)=O)CC2)cc1OC (centres undefined)	2	2	-0.1	-1.4	-4	6	0.1	0.5	-0.2	2	-0.1
Nn1c(SCc2cccc(C(F)(F)F)c2)nnc1-c1ccco1	6	0	-0.3	-1.9	0	1	0.8	-0.4	0.8	-4	-1.0
Cc1[nH]c2ccccc2c1C(=O)c1c(N)[nH]c(C(=O)c2ccccc2)c1-c1ccc(Cl)cc1	-7	-7	x	-0.5	21*	-11	0.1	1.5	x	10	1.0
COc1cccc(C2N(c3cccc(Cl)c3)C(=O)C3CCCN32)c1OC (centres undefined)	0	-26	-0.5	-1.5	-13	-16	1.9	-1.2	-0.1	6	-0.2
COc1ccc2[nH]c(=O)c(C(c3nnnn3CC3CCCO3)N3CCCCC3)cc2c1 (centres undefined)	0	-4	2.4	-1.4	-77	-3	0.9	-0.8	-0.8	3	0.1

# A second format for some results above.
# Results follow in this order: SMARCA2 act | GC-A act | DAX1 inh-1 | ssDAF12 agonist | ADAM10 inh | GC-B act | hgDAF12 agonist | hcDAF12 agonist | FXN GAA850 act | HGIII-sPLA2 inh | DAX1 inh-2
> CCCCN(C(=O)CSCC(=O)Nc1ccc(OC)cc1)c1c(N)n(CCC)c(=O)[nH]c1=O
→ -2 | 0 | 0.9 | -0.6 | -4 | -5 | 0.2 | 0.1 | 0.6 | -7 | 1.7
> O=C(CSc1nccn1Cc1ccccc1)Nc1nccs1
→ 2 | 3 | 0.6 | -0.2 | 7 | 6 | 3.6 | 0.4 | 3.9 | 3 | 0.5
> O=C1CC(c2c(F)cccc2Cl)C(n2cncn2)C(O)=C1C1NCCc2ccccc21 (centres undefined)
→ 2 | 0 | 0.8 | -0.5 | -3 | 2 | 1.0 | -0.7 | -2.0 | -1 | 0.8

# Shown as a hit in ADAM10 inh, of those listed so far:
Structure,SMARCA2 act,GC-A act,DAX1 inh-1,ssDAF12 agonist,ADAM10 inh,GC-B act,hcDAF12 agonist,HGIII-sPLA2 inh,DAX1 inh-2
Cc1[nH]c2ccccc2c1C(=O)c1c(N)[nH]c(C(=O)c2ccccc2)c1-c1ccc(Cl)cc1,-7,-7,x,-0.5,21*,-11,1.5,10,1.0

# An excerpt from above in order of their number in GC-B act, highest first:
compound | GC-B act
CCOc1ccccc1-n1c(CN2CCN(C(=O)c3ccco3)CC2)nc2ccccc2c1=O | 1
Cn1c(-c2ccccc2)cnc1SCC(=O)N1CCCCC1 | -10
COc1ccc(Cl)cc1N(CC(=O)N1CCCC1)S(=O)(=O)c1ccc(C)cc1 | -12

# In a second layout: two of the compounds above
CN(CCOc1ccc(F)cc1)Cc1ccccc1
  SMARCA2 act: -2
  GC-A act: -2
  DAX1 inh-1: 0.0
  ssDAF12 agonist: -0.8
  ADAM10 inh: -2
  GC-B act: -1
  hgDAF12 agonist: 0.5
  hcDAF12 agonist: 2.1
  FXN GAA850 act: 1.3
  HGIII-sPLA2 inh: -5
  DAX1 inh-2: -0.2
CCOc1ccccc1-n1c(CN2CCN(C(=O)c3ccco3)CC2)nc2ccccc2c1=O
  SMARCA2 act: -2
  GC-A act: -2
  DAX1 inh-1: -1.8
  ssDAF12 agonist: -1.4
  ADAM10 inh: -6
  GC-B act: 1
  hgDAF12 agonist: -4.6
  hcDAF12 agonist: -1.5
  FXN GAA850 act: 1.6
  HGIII-sPLA2 inh: -3
  DAX1 inh-2: -0.8

# Screening results as filed in PubChem BioAssay.
